Screening data (PubChem)
Nrf2 inh: Nrf2 pathway inhibition; A549 ARE-Fluc reporter, luciferase luminescence, 18-24 h; Potency, µM (top dose mostly 46 µM), for inactives: at the top dose activity change, negative = inhibition, most hits filed as inhibitors; 360,000 compounds, 2.1% hits; further: potency means the concentration at half of the fitted maximal effect; on the % scale 0 is the no-effect control and ±100 the full control effect; nearly all actives have a fitted effect of over 60% in size
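Reporter: ARE-Fluc in A549. Exposure: 18-24 h, 37 °C, 5% CO2, 5% FBS OPTI-MEM. Readouts: fluorescent cytotoxicity (CellTiter-Fluor), then luminescent Nrf2 signal after BugLite.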
HepG2 tox: kills HepG2 cells in TGF-b inhibitor counter-screen | HepG2 CAGA-GFP viability, ATP luminescence, 18 h | Potency, µM (series often up to 46.1 µM), without a hit: at the highest dose activity change, negative = cytotoxicity, most hits filed as cytotoxic | 410,000 compounds, 0.76% hits | AID 588856; further: potency means the concentration at half of the fitted maximal effect; some results filed as inactive show a strong effect at the top dose
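HepG2 CAGA-GFP cells (1000/well, DMEM with 1% FBS) received compound, then TGF-beta at 500 pg/mL final, and were incubated 18 hours at 37 degrees C. Viability was read by CellTiter-Glo luminescence. Media-only wells were set as complete cell-killing and DMSO as no toxicity.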
Nrf2 activator: Nrf2 pathway activation | 410,000 compounds, 0.31% hits | AID 624171 | AREc32 ARE-luciferase reporter (MCF7-derived line), luminescence, 24 h | Potency, µM (series often up to 46.1 µM), inactives show at the highest dose activation, most hits filed as activators; further: potency means the concentration at half of the fitted maximal effect; % of control where 0% means no effect; nearly all actives have a fitted effect of over 65% in size
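Steps: seed AREc32_Fluc cells (1000/well, 5% FBS OPTI-MEM); incubate overnight at 37 deg C; add 23 nL compound; incubate 24 hr; add Steady-Glo; hold 30 min RT; read luminescence.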
pAkt inh: Akt phosphorylation inhibition; Neuro2A IGF-stimulated pAkt S473 HTRF, 20 min; active compounds read low; activity change, % for hits at 50 µM; 360,000 compounds, 0.32% hits; in the data active means activity change below about -80%; inconclusive means mostly about -51% to -80%; further: on the % scale 0 is the no-effect control and ±100 the full control effect
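Neuro2A cells (4,500/well, DMEM with 0.5% FBS) were treated with compound at a single 50 µM final concentration, stimulated with 6 nM IGF for 20 min at 37 °C, and lysed. Phospho-Akt Ser473 was read by HTRF as 665/615 ratio ×10^4.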
A549 viability: A549 cytotoxicity, counter-screen for Nrf2 inhibitors. A549 ARE-Fluc cells, CellTiter-Fluor viability, 18-24 h. Potency, µM (titrated, usually from 46 µM), for inactives: top-dose activity change, negative = cytotoxicity, most hits filed as inhibitors. 390,000 compounds, 0.16% hits. AID 504648; further: potency means the concentration at half of the fitted maximal effect; on the % scale 0 is the no-effect control and ±100 the full control effect
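A549 ARE_Fluc cells in 5% FBS OPTI-MEM were exposed to compounds in concentration-response for 18-24 h at 37 deg C. Viability was read by CellTiter-Fluor fluorescence (Ex 405/Em 525) after 30 min, before the luciferase read.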
S2 tox: viability counter-screen for ATXN expression inhibitors | S2 cells (HEK-293 line with an ATXN2-luciferase reporter) viability, CellTiter-Fluor protease fluorescence, 24 h | Potency, µM (top dose mostly 56.7 µM), usual class: cytotoxic | 400,000 compounds, 0.49% hits; further: potency means the concentration at half of the fitted maximal effect; nearly all actives have a fitted effect of over 40% in size
CCT chaperon mod: changes cytosolic chaperonin activity; purified chaperonin ATPase assay, HTRF ADP detection, 30 min; activity change, % (no concentration beside the values), hits read low; 360,000 compounds, 0.3% hits; in the data active means activity change below about -30%; further: on the % scale 0 is the no-effect control and ±100 the full control effect
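TRiC (40 or 20 nM final, by batch activity) in 30 mM Tris pH 7.4, 100 mM KCl, 5 mM MgCl2, 1 mM DTT was treated with compound at 76 uM single dose, then 10 uM ATP, 30 min at 37 °C. ADP was read by HTRF Transcreener.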
Mm-Cpn inhibitor: blocks the Methanococcus maripaludis chaperonin Mm-Cpn. purified Mm-Cpn ATPase, ADP Transcreener TR-FRET. Potency, µM (highest dose often 76.9 µM), for inactives: top-dose activity, negative = inhibition, usual class: inhibitors. 330,000 compounds, 0.031% hits. AID 504842; further: potency means the concentration at half of the fitted maximal effect; on the % scale 0 is the no-effect control and ±100 the full control effect; nearly all actives have a fitted effect of over 80% in size
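Purified archaeal chaperonin (25 nM final) was preincubated with compound for 10 min at 37°C, then ATP (10 uM final) was added for 30 min at 37°C in Tris pH 7.4/KCl/MgCl2/DTT buffer. ADP was quantified by HTRF Transcreener TR-FRET.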
TGFb inhibitor: blocks TGF-b signaling. HepG2 CAGA-GFP TGF-b/SMAD3 reporter, GFP fluorescence, 18 h; TGF-beta stimulated, 500 pg/mL final. Potency, µM (doses to about 46.1 µM), inactives show at the highest dose activity, negative = inhibition, most hits filed as inhibitors. 410,000 compounds, 1.2% hits; further: potency means the concentration at half of the fitted maximal effect; on the % scale 0 is the no-effect control and ±100 the full control effect; nearly all actives have a fitted effect of over 65% in size
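Per well, imaged GFP fluorescence of HEPG2 CAGA-GFP cells gives the signal; cells get compound, then TGF-beta (500 pg/mL final), 18 h at 37 degrees C; %Activity versus -TGF-beta and +DMSO controls.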
An asterisk follows results filed as active; i = inactive; ? = inconclusive; nt = no result given; & = joins results of further samples; [ ] = remark or other dose. Unless noted, the call rests on the fitted dose curve; in most records, active means well fitted curve in the direction sought with a large enough effect; inconclusive means small, poorly fitted or top-dose-only effect, or another doubt; inactive means no such curve, though single readings can be large; an effect the other way counts as inactive or inconclusive.

SMILES	Nrf2 inh	HepG2 tox	Nrf2 activator	pAkt inh	A549 viability	S2 tox	CCT chaperon mod	Mm-Cpn inhibitor	TGFb inhibitor
C[C@H](CO)N1C[C@H](C)[C@@H](CN(C)C(=O)Nc2ccc3c(c2)OCO3)Oc2c(NS(=O)(=O)c3ccccc3)cccc2C1=O	10%	4%	3.1%	i	5%	i	-2.5	0%	26%
CC1CCN(c2ccc3c(c2)S(=O)(=O)c2cccc(C(=O)NC[C@@H]4CCCO4)c2C3=O)CC1	9%	3%	0.2%	i	-9%	i	1.4	-1%	0%
COc1ccc(NC(=O)COC(=O)Cn2cnc3ccccc3c2=O)cc1OC	18%	12%	-0.2%	i	-9%	i	0.0	-2%	1%
CC(=O)Nc1ccc(-c2ccnc3c2CC(C)(C(=O)Nc2cccc(OC(F)(F)F)c2)O3)cc1 (stereo unspecified)	nt	-88%	-2.0%	i	nt	?	-1.5	nt	?
COC(=O)c1cc(Br)c(=O)n(-c2ccccc2F)c1	?	-19%	0.1%	i	18%	i	-0.3	-9%	-5%
Brc1ccc(Nc2c3c(nc4ncnn24)CCC3)cc1	-24%	-30%	3.5%	i	-6%	i	-3.1	-3%	?
CCn1cc(/C=C(\NC(=O)c2ccc(OC)cc2)C(=O)NCCCn2ccnc2)c2ccccc21	-14%	-11%&-22%	-0.6%&0.5%	i	-3%	i	-5.4	nt	25%&2%
O=C(C1CCCC1)N1CCN(S(=O)(=O)c2cccc(Cl)c2Cl)CC1	0%	-6%	3.3%	i	5%	i	1.1	0%	15%
CCCCN(C(=O)c1cc(S(=O)(=O)N2CCCCCC2)ccc1OC)c1ccccc1	?	-20%	0.1%	i	-8%	?	-7.8	-4%	-29%
CC(C)Oc1ccc(C(=O)CCN2CCOCC2)cc1	-4%	-138%	-0.4%	i	-1%	?	0.1	nt	?
Cc1ccc(NC(=O)COC(=O)Cc2c(F)cccc2Cl)cc1S(=O)(=O)N1CCOCC1	0%	5%	-0.2%	i	0%	i	-2.4	-2%	-5%
CC1CCN(C(=O)CSc2nc3c(c(=O)n(C)c(=O)n3C)n2C)CC1	0%	-11%	0.1%	i	0%	i	0.7	-4%	?
O=C(Nc1ccncc1)c1cncc(Br)c1	-22%	-1%	-0.7%	i	-4%	i	0.7	3%	-10%
Cc1ccc(N2CC(NC(=O)C3CCCCC3)CC2=O)cc1C (stereo unspecified)	nt	4%	-0.8%	nt	-3%	nt	nt	nt	-17%
COc1ccc(Cc2c(O)nc(SCC(=O)NC(C)(C)C)[nH]c2=O)cc1	3%	4%	0.1%	i	3%	i	1.8	0%	5%
Fc1ccc(CSc2nc3ncc(Br)cc3[nH]2)cc1	nt	-17%	0.6%	i	6%	i	0.4	-26%	-7%
O=C(CN1C(=O)/C(=C/c2ccccc2F)Oc2ccccc21)N1CCN(c2ccccn2)CC1	3%	-22%	10%	i	2%	nt	-0.6	1%	-18%
Cc1[nH]c2ccccc2c1C(=O)COC(=O)c1nccnc1N	?	6%	-0.4%	i	-3%	i	-1.6	1%	13%
O=C(c1ccccc1)c1ccc(Oc2ccc(C(=O)O)c(C(=O)O)c2)cc1	-1%	-1%	-0.7%	i	1%	i	-2.2	-2%	-4%
COc1cc(NC(=O)CC(C)S(=O)(=O)c2ccc3c(c2)NC(=O)CO3)cc(OC)c1OC (stereo unspecified)	-10%	-37%	0.2%	i	-4%	i	-0.7	-1%	0%

Individual results from the results shown:
Nrf2 activator result of Fc1ccc(CSc2nc3ncc(Br)cc3[nH]2)cc1 stands at 0.6%
HepG2 tox result of O=C(C1CCCC1)N1CCN(S(=O)(=O)c2cccc(Cl)c2Cl)CC1 stands at -6%
A549 viability result of COc1cc(NC(=O)CC(C)S(=O)(=O)c2ccc3c(c2)NC(=O)CO3)cc(OC)c1OC (stereo unspecified) stands at -4%
CCT chaperon mod result of CC(C)Oc1ccc(C(=O)CCN2CCOCC2)cc1 stands at 0.1
CCT chaperon mod result of O=C(CN1C(=O)/C(=C/c2ccccc2F)Oc2ccccc21)N1CCN(c2ccccn2)CC1 stands at -0.6

Further results follow.
SMILES	Nrf2 inh	HepG2 tox	Nrf2 activator	pAkt inh	A549 viability	S2 tox	CCT chaperon mod	Mm-Cpn inhibitor	TGFb inhibitor
COc1ccc(/C(N)=N/OC(=O)Oc2ccccc2)cc1OC	0%	-35%	0.5%	i	4%	i	-1.6	1%	-15%
O=C(Nc1ccccc1)c1ccccc1N=Cc1cccc(O)c1	0%	6%	5.0%	i	2%	i	-0.2	-2%	-1%
Cc1nn(C)c(NC(=O)c2ccccc2Cl)c1Cl	20%	18%	0.0%	i	0%	i	0.7	-1%	29%
Cc1cc(C)c(Cn2c(CCNC(=O)c3ccco3)nc3ccccc32)c(C)c1	-20%	-25%	5.3%	nt	-14%	i	nt	nt	?
COCCCn1c(=O)c2sccc2n2c(CCCC(=O)Nc3ccc(F)c(F)c3)nnc12	0%[9.27 µM]	-6%	0.6%	nt	-5%	i	nt	nt	-8%
Cc1ccc(S(=O)(=O)NC(=NCC(=O)O)c2ccc(F)cc2)cc1	6%	-3%	-0.3%	i	-4%	?	-1.5	0%	-17%
O=C(NCc1ccc(N2CCCC2=O)cc1)c1cc(COc2c(F)cccc2F)on1	-20%	1%	0.1%	i	0%	i	2.1	-5%	3%
Cc1[nH]c2ccccc2c(=O)c1CN(C)Cc1ccccc1	13%	-2%	0.5%	i	18%	i	-1.0	-1%	4%
CC(=O)SCC[N+](C)(C)C	4%	6%	0.3%	i	-3%	i	-0.8	0%	27%
Cc1nnc(Sc2nc3ccccc3o2)c2ccccc12	?	-68%	?	i	10%	i	1.1	-2%	13µM*
CC(=O)C1C(c2cccc(F)c2)c2c(n[nH]c2C)CC1(C)O (stereo unspecified)	-1%	-2%	-0.1%	i	-1%	?	-1.8	2%	10%
COc1ccc(C2/C(=C(/O)c3ccccc3)C(=O)C(=O)N2CC(C)O)c(OC)c1 (stereo unspecified)	4%	-17%	-0.2%	i	-12%	i	-1.5	-2%	8%
CCn1nc(C)cc1Nc1ccccc1	1%	-4%	-0.3%	nt	-3%	nt	-2.2	1%	0%
Cc1ccc(CNC(=O)CN2C(=O)CSc3ccc(S(=O)(=O)N4CCCCC4)cc32)cc1	-7%	-10%	0.1%	i	-4%	i	0.3	1%	-4%
CC(C)NC(=O)CN1CCC(c2ccccc2)C(O)C1 (stereo unspecified)	-6%	-6%	0.1%	i	-2%	i	-1.7	-1%	-3%
O=S(=O)(NCc1ccccc1)c1cccc2nsnc12	3%	0%	-0.4%	i	2%	i	1.0	0%	5%
Cc1ccc(Cl)cc1N1CCN(C(=O)Cc2c(C(=O)O)[nH]c3ccccc23)CC1	-10%	-11%	-0.2%	i	0%[1.84 µM]	i	-0.6	1%	-9%
O=C(NNC(=O)c1ccccc1F)c1ccc(S(=O)(=O)N2CCCC2)cc1	15%	4%	-0.5%	i	-18%	i	-1.4	0%	2%
COc1cc(CN/C(C)=C(\C#N)C(N)=O)cc(OC)c1OC	-1%	12%	-0.4%	i	3%	i	-0.6	2%	18%
CC(=O)Nc1ccc(NC(=O)COC(=O)CCc2nc3ccccc3s2)cc1	13%	-1%	-0.5%	i	0%	i	-0.5	2%	-2%

Reprinted from the part before: two entries, then new ones.
SMILES	Nrf2 inh	HepG2 tox	Nrf2 activator	pAkt inh	A549 viability	S2 tox	CCT chaperon mod	Mm-Cpn inhibitor	TGFb inhibitor
COc1cc(CN/C(C)=C(\C#N)C(N)=O)cc(OC)c1OC	-1%	12%	-0.4%	i	3%	i	-0.6	2%	18%
CC(=O)Nc1ccc(NC(=O)COC(=O)CCc2nc3ccccc3s2)cc1	13%	-1%	-0.5%	i	0%	i	-0.5	2%	-2%
O=C(Nc1ccc(N2CCOCC2)cc1N1CCOCC1)c1ncoc1-c1cccc(F)c1	?	1%	-0.7%	i	-14%	i	-3.3	0%	28%
Fc1ccc(N2CCN(c3ncnc4onc(-c5ccc(Cl)cc5)c34)CC2)cc1	-13%	-23%	5.2%	nt	-3%	?	nt	nt	?
CCOc1ncc(S(=O)(=O)N2CCN(CC)CC2)cc1C(=O)O	-4%	7%	3.2%	i	-2%	i	0.2	1%	-6%
C/C(=N\NS(=O)(=O)c1ccc(C)c([N+](=O)[O-])c1)c1ccc2c(c1)OCO2	1%	15%	-1.4%	i	7%	i	-1.6	-3%	7%
C[C@@H]1NC(=O)[C@H](CCC(N)=O)NC(=O)c2cc([N+](=O)[O-])cc(I)c2NCC[C@@H](C(N)=O)NC1=O	3%	-2%	-0.4%	i	?	i	-1.0	-1%	-12%
COc1cccc(N2CC(C(=O)Nc3nnc(SCCC4OCCO4)s3)CC2=O)c1 (stereo unspecified)	-12%	6%	-0.6%	i	0%	i	-1.6	-11%	-3%
CC(CCc1ccccc1)OS(N)(=O)=O (stereo unspecified)	4%	21%	-0.8%	i	1%	i	-1.6	0%	16%
O=C(CCC(=O)c1cccs1)Nc1nc2ccccc2s1	12%	-5%	10%	i	3%	i	-0.5	nt	1%
NC(=S)N/N=C/c1cccc(O)c1O	15%	-16%	?	i	-7%	i	0.8	-2%	-18%
COc1cc2c(cc1NC(=O)CSc1nnc(COc3ccc(Cl)cc3)n1C)oc1ccccc12	?	-32%	7.2%	i	-18%	?	-0.8	0%	-6%
